High-throughput results deposited in PubChem by several laboratories.
Peg3 prom inh – Peg3 promoter-driven luciferase inhibitors, primary screen, cell-based, HeLa, luciferase luminescence | inhibition, % at 20 µM | hit rate 1.7% among 360,000 | HeLa PEG-Prom luciferase reporter, overnight;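 active = inhibition of at least 50% at 20 µM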
MITF TRPM1 inh – inhibitors of MITF-dependent TRPM1 promoter reporter, primary screen, cell-based, SK-MEL-5, single point, luciferase | inhibition, % at 12.5 µM | SK-MEL-5 TRPM1 promoter luciferase, 24 h | hit rate 0.83% among 330,000 | AID 488899, 2010;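 active = mean inhibition across replicates of 60% or more, whatever share of single replicates reaches that level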; note: values of inactives mirror those of a sister screen read the other way
NR2E3 ag-1 – inhibitors of NR2E3-RetCOR corepressor binding, primary screen, NR2E3 agonist project, biochemical, TR-FRET, GST-NR2E3, biotin-RetCOR. Photoreceptor-specific nuclear receptor (Homo sapiens), Q9Y5X4. 1536-well. inhibition of corepressor binding, % at 4.78 µM. hit rate 0.12% among 320,000. AID 2300, 2010;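 active = percent inhibition above the cutoff of mean plus 3 SD of all tested compounds, set per screening campaign, cut at about 20% in these data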;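 note: 0% = DMSO wells and 100% = biotin wells as full block of FRET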
Target sequence (Q9Y5X4 whole entry, looked up): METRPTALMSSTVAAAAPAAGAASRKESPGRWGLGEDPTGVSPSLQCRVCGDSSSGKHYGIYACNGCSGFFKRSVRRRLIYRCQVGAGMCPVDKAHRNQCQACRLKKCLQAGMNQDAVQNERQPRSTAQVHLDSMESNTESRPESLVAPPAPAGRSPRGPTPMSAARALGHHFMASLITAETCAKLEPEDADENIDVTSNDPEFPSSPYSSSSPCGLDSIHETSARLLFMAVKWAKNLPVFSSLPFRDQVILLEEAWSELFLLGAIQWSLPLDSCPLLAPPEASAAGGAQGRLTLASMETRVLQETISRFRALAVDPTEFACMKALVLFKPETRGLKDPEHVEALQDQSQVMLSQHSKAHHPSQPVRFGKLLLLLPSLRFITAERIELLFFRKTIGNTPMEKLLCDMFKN
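system = GST-tagged NR2E3 plus biotinylated RetCOR corepressor | input = 1.35 nM GST-NR2E3 | also added = 7 nM biotin-RetCOR | schedule = 5 h incubation at 4 °C | measured by = TR-FRET with europium anti-GST and streptavidin-D2, 340 nm excitation | read-out = percent loss of FRET ratio relative to control wells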
CaV13 ICDI inh – Disruptors of the CACNA1D IQ motif to Ca2+-dependent inactivation inhibitor domain association, primary screening, Förster resonance energy transfer in intact living …; HEK cells, CFP/YFP FRET ICDI-IQ, plate reader, 10 min; percent FRET-ratio fall versus neutral wells; hit rate 0.098% among 340,000; inhibition, % at 12.3 µM;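 active = mean replicate inhibition of at least 30% and at least 1% of replicates passing that level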;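 note: 0% = median of the neutral control wells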
NR2E3 ag-2 – NR2E3 agonists in two-hybrid cells, primary screen, cell-based, luminescence, CHO-S, Gal4-NCOR/VP16-NR2E3 | Photoreceptor-specific nuclear receptor (Homo sapiens), Q9Y5X4 | luciferase | inhibition of corepressor binding, % at 3.98 µM | hit rate 0.35% among 360,000 | AID 602229, 2012;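 active = inhibition above the mean of all tested compounds plus 3 SD, cut at about 70% in these data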;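 note: 0% = DMSO with NR2E3 transfected cells and 100% = cells lacking NR2E3 construct; higher means lower luciferase signal from less NR2E3 corepressor binding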
m5-HT2A agonist – mouse Htr2a agonists via beta-arrestin recruitment, primary screen, cell-based, luminescence | CHO-K1 mHTR2A beta-arrestin complementation; percent of 30 µM serotonin response | hit rate 0.66% among 360,000 | activation, % at 7.6 µM;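 active = activation above a run cutoff, the mean activation of all tested compounds plus 3 SD, cut at about 14% in these data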;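 note: 0% = plate median of compound wells and 100% = 30 µM serotonin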
Target sequence (P35363 whole entry, looked up): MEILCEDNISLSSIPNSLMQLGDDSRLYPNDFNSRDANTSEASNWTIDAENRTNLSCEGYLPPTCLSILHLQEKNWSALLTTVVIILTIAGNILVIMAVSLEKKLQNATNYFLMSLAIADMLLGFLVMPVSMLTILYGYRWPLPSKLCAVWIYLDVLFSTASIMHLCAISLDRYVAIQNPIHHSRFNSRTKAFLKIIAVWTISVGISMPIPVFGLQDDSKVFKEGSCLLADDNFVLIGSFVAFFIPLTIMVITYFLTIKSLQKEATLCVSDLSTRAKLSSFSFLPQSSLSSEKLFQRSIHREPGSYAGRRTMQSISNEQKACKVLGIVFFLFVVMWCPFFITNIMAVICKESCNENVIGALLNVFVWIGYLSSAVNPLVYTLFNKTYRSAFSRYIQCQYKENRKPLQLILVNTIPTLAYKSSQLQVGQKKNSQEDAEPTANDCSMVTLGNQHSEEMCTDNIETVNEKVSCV
Cardio protect – cardioprotection against H2O2-induced cell death, primary screen, uHTS, H9c2 cells, ATPLite luminescence; hit rate 0.63% among 360,000; AID 588492, 2011; protection from H2O2 cell death, % at 20 µM; H9c2 cardiomyocytes, H2O2 injury protection, 2 h;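 active = compounds giving at least 50% protection of heart cells from peroxide-induced death in the single-dose screen, raw or plate-pattern-corrected value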;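 note: 0% = DMSO wells with peroxide and 100% = DMSO wells without peroxide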
iPSC survival up – enhancers of single-cell hiPSC survival, primary screen, ATPlite luminescence; hit rate 0.044% among 360,000; 100% = ROCK inhibitor wells, 0% = DMSO; AID 602274, 2012; survival enhancement, % at 20 µM; in the data active = survival enhancement above about 18%;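 note: cells exposed to compounds for 16 hours before the ATP read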
Shn3 inh set2 – reduction of Shn3 3'UTR firefly luciferase signal, primary screen, Schnurri-3 inhibitor project, cell-based, Clone20 osteoblasts, set 2; inhibition, % at 12.5 µM; hit rate 0.52% among 360,000; Clone20 osteoblast Shn3 3'UTR firefly luciferase, 24 h;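 active = mean inhibition of at least 75% with every replicate also reaching 75%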;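 note: 0% = median of neutral control wells and 100% = pilot-screen positive control compound; some compounds past the cut are filed as inactive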
PDI inh – inhibitors of human PDI, primary screen, biochemical, turbidity, single point, plate reader | PDI insulin aggregation turbidity, A650, 90 min | inhibition, % at 10 µM | hit rate 0.052% among 350,000 | AID 588391, 2011;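 active = mean inhibition across replicates of 30% or more, whatever share of single replicates reach that level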;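 note: absorbance from insulin aggregation driven by PDI reduction with DTT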
HIF-2a block – HIF-2a reporter inhibitors, primary screen, luminescence, 786-0 RCC cells; 786-0 RCC cells HIF-2a reporter, luciferase luminescence, overnight; inhibition, % at 18.8 µM; hit rate 0.72% among 360,000; AID 624352, 2012;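 active = inhibition of the luminescence signal of 40% or more relative to plate controls, in a single-dose primary screen at 18.75 µM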
* marks the source's active call; other numbers are inactive results; / = not tested or not shown; & = joins results of further samples.

1: COc1ccc2cc(CCOC3CCCCO3)ncc2c1 (centres undefined)
2: C=CCOC(=O)C1=C(C)NC(SC)=C(C#N)C1c1cccs1 (centres undefined)
3: O=C1c2ccccc2C(c2nnnn2Cc2ccccc2)N1Cc1cccs1 (centres undefined)
4: Cc1ccc(S(=O)(=O)Nc2cc(Cl)ccc2-n2cncn2)cc1
5: Cc1cc(N2CCN(c3ccccn3)CC2)n2nc(C)nc2n1
6: COc1ccc(-c2ccc3ccccc3n2)cc1OC
7: COc1ccccc1NC(=O)CCC(=O)Nc1nnc(C(F)(F)F)s1
8: O=C(COC(=O)C1CCCCC1)NCc1ccc(Cl)cc1
Screen / compound no.	1	2	3	4	5	6	7	8
Peg3 prom inh	-129	39	/	20	13	-346	14	1
MITF TRPM1 inh	-13	18	/	14	-2	-103	3	3
NR2E3 ag-1	3	1	/	4	8	5	3	/
CaV13 ICDI inh	-5	/	-7&-7	-2	0	1	-9	-10
NR2E3 ag-2	-106	-80	3&-16	-14	-5	-133	10	-6
m5-HT2A agonist	4	-4	-5&0	-5	6	0	3	4
Cardio protect	2	-2	/	-3	-1	-5	6	1
iPSC survival up	-2.9	1.0	-0.6&-0.2	0.5	4.1	-0.4	-1.1	3.9
Shn3 inh set2	-27	12	/	-5	-14	-101	-15	0
PDI inh	4	5	/	5	2	-5	-8	-8
HIF-2a block	-119	17	12&0	1	7	-339	6	12

9: O=C(Nc1nc2ccccc2s1)C1CCCN1S(=O)(=O)c1ccc(Cl)cc1 (centres undefined)
10: COc1ccc(Cl)cc1NC(=S)NCc1ccccn1
11: S=C(Cc1ccccc1)Nc1ccccc1
12: COC(=O)[C@@]1(Cc2ccccc2)[C@H]2C(=O)N(Cc3ccccc3)C(=O)[C@H]2[C@H]2CN=C(SCc3ccc(C#N)cc3)N21
13: COc1ccc(S(=O)(=O)N2CCCCCC2)cc1NC(=O)CN1C(=O)NC(C)(c2ccc(C)cc2)C1=O (centres undefined)
14: C=CCn1c(CNc2ccc(C)cc2)nnc1SCC(=O)N/N=C/c1ccc(O)cc1
15: CCCCCn1c(=O)[nH]c2cc(C(=O)N3CCN(c4ccc(C(C)=O)cc4)CC3)ccc2c1=O
16: CC(C)CCN1CC(=O)N2Cc3[nH]c4ccccc4c3C[C@H]2C1=O
Screen / compound no.	9	10	11	12	13	14	15	16
Peg3 prom inh	-4	11	4	10	11	8	8	12
MITF TRPM1 inh	4	9	-13	-1	8	11	36	-1
NR2E3 ag-1	-4	0	/	/	0	0	6	0
CaV13 ICDI inh	-5	-3	-5	-5	-5	1	-2	-3
NR2E3 ag-2	-9	-13	-19	-14	1	-24	2	-36
m5-HT2A agonist	-3	-2	-4	-7	-7	1	2	-6
Cardio protect	-10	-2	-3	44	-7	-5	-6	10
iPSC survival up	0.0	-1.2	-1.9	0.3	-0.3	-1.4	0.0	-0.5
Shn3 inh set2	4	-6	17	21	40	-10	56	-1
PDI inh	3	0	1	7	-4	5	-7	7
HIF-2a block	-2	-29	-2	8	21	8	-2	19

17: CSc1nsc(SC)c1NC(=O)N1CCCCC1
18: O=C(CCn1cnc(-c2ccccc2)c1-c1ccccc1)N/N=C/c1ccc(O)cc1
19: Cc1nnn(-c2nonc2N)c1C(=O)N/N=C/c1ccccc1O
20: C[C@@H](NC(=O)c1[nH]cnc1C(=O)Nc1ccon1)c1ccccc1
21: C#CCOCCOCCOCCNc1nc(N2CCN(C(=O)CCCCCCCCCCNC(=O)[C@@H](CCC(=O)O)n3cc(CCCCCN)nn3)CC2)nc(N2CCN(C(=O)CCCCCCCCCCNC(=O)[C@H](CCCCN)n3cc(C[C@@H](C)CC)nn3)CC2)n1
22: CC1(C2CC2)NC(=O)N(CC(=O)Nc2ccccc2F)C1=O (centres undefined)
23: O=C(COC(=O)Cc1ccccc1F)NCc1ccccc1Cl
24: Cc1ccc2nc3c(nc2c1)-c1ccccc1C3=O
Screen / compound no.	17	18	19	20	21	22	23	24
Peg3 prom inh	6	24	12	2	-20	-10	-15	-152
MITF TRPM1 inh	0	9	-5	5	36	18	/	-4
NR2E3 ag-1	1	2	0	0	-1	/	/	-3
CaV13 ICDI inh	-6	-13	-6	-5	/	-7	-7	-4
NR2E3 ag-2	-12	-15	-2	12	-53	3	-17	-16
m5-HT2A agonist	2	4	-1	-5	1	-8	0	5
Cardio protect	-1	8	54*	-2	1	-3	-1	-6
iPSC survival up	3.6	1.9	-1.2	5.5	-3.1	0.8	0.8	1.5
Shn3 inh set2	-9	11	39	2	-1	4	7	-90
PDI inh	0	-8	10	1	-1	-6	-2	0
HIF-2a block	13	3	-27	19	3	-16	-16	-150

25: CC(C)Nc1nc(NC(C)C)nc(C(N)=O)n1
26: CC(=O)NC(NC(=S)Nc1ccc(N=Nc2ccccc2C)cc1C)C(Cl)(Cl)Cl (centres undefined)
27: O=C(N/N=C/C=C\c1ccccc1[N+](=O)[O-])c1cc(-c2ccccc2)nc2ccccc12
28: Nc1cc(Cl)c(N)cc1Cl
29: CCOC(=O)N1CCN(C(=O)c2ccccc2Oc2ccccc2)CC1
30: CC1Cn2c(nnc2-c2cccs2)S1 (centres undefined)
31: O=C(Cn1cnc2c(nnn2Cc2ccc(F)cc2)c1=O)NCC1CCCO1 (centres undefined)
32: CN(C)N=Nc1ccc(S(=O)(=O)/N=C(\O)c2ccccc2)cc1
Screen / compound no.	25	26	27	28	29	30	31	32
Peg3 prom inh	9	-73	-43	-70	11	8	-1	7
MITF TRPM1 inh	-5	-16	-8	-3	2	-2	7	-3
NR2E3 ag-1	1	6	-2	-6	3	1	3	2
CaV13 ICDI inh	-5	-4	-4	-5	/	/	-5	-19
NR2E3 ag-2	11	-46	3	-15	5	2	22	19
m5-HT2A agonist	-1	1	-4	-1	0	4	3	6
Cardio protect	-3	-11	31	0	-2	5	-1	6
iPSC survival up	4.7	-2.1	-1.6	-1.7	-1.4	-0.1	-2.1	1.0
Shn3 inh set2	10	14	-10	-25	5	-3	5	3
PDI inh	17	-11	2	8	-4	-5	-6	-3
HIF-2a block	18	-174	-64	-14	9	-7	-6	14

33: CC1=C([N+](=O)[O-])C(c2ccc(Cl)cc2)NC(=O)N1C (centres undefined)
34: CCOc1ccccc1NC(=O)N1CCCC1C(=O)NCc1cccs1 (centres undefined)
35: O=C(CN(C(=O)c1csnn1)c1ccc(Br)cc1)NC1CCCC1
36: CCC(=O)Nc1cc(Cl)ccc1N1CCN(C(=O)CC)CC1
37: COc1cc(SC)ccc1C(=O)Nc1ccc(Br)cn1
38: O=C(COC(=O)/C=C/c1ccccc1[N+](=O)[O-])Nc1ccc2[nH]c(=O)[nH]c2c1
39: COc1ccc(C(C)=O)cc1CSc1nnc(C)n1-c1ccccc1
40: NC(=O)C1CCN(C(=O)COc2ccc(S(=O)(=O)NC3CCCC3)cc2)CC1
Screen / compound no.	33	34	35	36	37	38	39	40
Peg3 prom inh	5	20	-20	5	55*	25	1	5
MITF TRPM1 inh	17	-5	-9	-3	57	28	-18	11
NR2E3 ag-1	-1	2	5	3	2	/	1	2
CaV13 ICDI inh	-3	-4	-4	0	-20	-5	-5	-2
NR2E3 ag-2	-13	-4	-35	-29	-71	-29	-2	-1
m5-HT2A agonist	8	3	-6	0	2	-3	6	-2
Cardio protect	4	-1	-4	14	-18	10	-1	2
iPSC survival up	-0.6	-0.3	0.3	-1.2	-0.8	0.2	-2.3	-0.1
Shn3 inh set2	18	4	-4	-7	75	-17	18	-1
PDI inh	3	18	5	5	-7	-13	-3	8
HIF-2a block	4	8	-11	12	38	12	7	1

Entries above containing an NH in an aromatic ring (4):
15: CCCCCn1c(=O)[nH]c2cc(C(=O)N3CCN(c4ccc(C(C)=O)cc4)CC3)ccc2c1=O
16: CC(C)CCN1CC(=O)N2Cc3[nH]c4ccccc4c3C[C@H]2C1=O
20: C[C@@H](NC(=O)c1[nH]cnc1C(=O)Nc1ccon1)c1ccccc1
38: O=C(COC(=O)/C=C/c1ccccc1[N+](=O)[O-])Nc1ccc2[nH]c(=O)[nH]c2c1
Screen / compound no.	15	16	20	38
Peg3 prom inh	8	12	2	25
MITF TRPM1 inh	36	-1	5	28
NR2E3 ag-1	6	0	0	/
CaV13 ICDI inh	-2	-3	-5	-5
NR2E3 ag-2	2	-36	12	-29
m5-HT2A agonist	2	-6	-5	-3
Cardio protect	-6	10	-2	10
iPSC survival up	0.0	-0.5	5.5	0.2
Shn3 inh set2	56	-1	2	-17
PDI inh	-7	7	1	-13
HIF-2a block	-2	19	19	12

Carrying on:
41: COc1cc(N)ccc1NC(=O)c1cccs1
42: COC(=O)/C=C1\SC(=Nc2ccc(Cl)c(Cl)c2)NC1=O
43: CCCCNC(=O)Nc1nnc(SCC(=O)OCC)s1
44: Cc1cc(C)n(S(=O)(=O)c2ccccc2[N+](=O)[O-])n1
45: COc1ccc(C)cc1NC(=O)Cn1c(=O)oc2ccccc21
46: CCCCN(C(=O)CNC(=O)c1cccs1)C(C(=O)NC1CCCC1)c1ccncc1 (centres undefined)
47: Cc1ccc2c(c1)N(CCCC(=O)NCc1ccc3c(c1)OCO3)C(=O)CO2
48: CC(=O)N=c1sccn1CC(O)c1ccc(Br)cc1 (centres undefined)
49: CNC(=O)C(C#N)(Cc1cc(C(C)=O)ccc1OC)Cc1cc(C(C)=O)ccc1OC
50: C=CCOc1cccc(C2C(C(=O)c3ccco3)=C(O)C(=O)N2Cc2ccco2)c1 (centres undefined)
Screen / compound no.	41	42	43	44	45	46	47	48	49	50
Peg3 prom inh	-39	-2	-5	19	21	-3	17	-26	14	10
MITF TRPM1 inh	-21	-20	-2	-8	-19	15	/	-5	10	2
NR2E3 ag-1	0	2	3	1	0	1	4	2	2	8
CaV13 ICDI inh	/	2	-4	-4	-5	-5	-6	-5	-7	-3
NR2E3 ag-2	-46	-4	-22	-16	12	1	-2	-4	-5	2
m5-HT2A agonist	2	0	1	2	7	1	-7	-5	-7	2
Cardio protect	7	-15	-8	14	-5	-1	5	3	6	-2
iPSC survival up	3.2	0.6	-1.4	3.5	0.7	0.1	-1.7	-0.2	-0.2	-0.5
Shn3 inh set2	-6	0	-6	-13	9	7	2	3	18	2
PDI inh	1	17	5	-1	2	-4	6	4	13	-13
HIF-2a block	-39	11	31	16	16	13	6	3	3	-4
